Bioassay records from PubChem BioAssay.
Bim-Bcl-B = disrupts Bim peptide binding to human Bcl-B | Q9HD36 | bead-based flow cytometry | inhibition, % at 10 µM | actives 0.073% (n = 190,000);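 note: 0% = tracer peptide without compound and 100% = reference inhibitor peptide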
Target sequence (Q9HD36 whole entry, looked up): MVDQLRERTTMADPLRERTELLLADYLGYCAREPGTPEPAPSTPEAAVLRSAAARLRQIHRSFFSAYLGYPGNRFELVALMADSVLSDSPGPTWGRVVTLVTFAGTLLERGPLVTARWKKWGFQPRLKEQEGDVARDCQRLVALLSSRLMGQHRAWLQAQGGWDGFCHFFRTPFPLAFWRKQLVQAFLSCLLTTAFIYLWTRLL
Rab2A wt mod = changes GTP binding to wildtype dog Rab2A, up or down | P61105 | GST-Rab2 wt beads, Bodipy-GTP binding, flow cytometry | GTP binding activity, % at 10 µM | actives 0.19% (n = 190,000) | AID 760;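 active = GTP binding activity at least 20 points away from 100%, either lowered or raised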;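 note: 0% = beads with excess unlabeled GTP and 100% = no-compound control corrected for plate trend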
Bim-Bcl-2 = inhibitors of Bim-Bcl-2 interaction, human; P10415; Bead-based flow cytometry, Bim peptide-Bcl-2 binding; inhibition, % at 10 µM; actives 0.06% (n = 190,000); AID 950; in the data active = inhibition above about 40%;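 note: 0% = no compound wells with probe peptide and 100% = reference peptide inhibitor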
Target sequence (P10415 whole entry, looked up): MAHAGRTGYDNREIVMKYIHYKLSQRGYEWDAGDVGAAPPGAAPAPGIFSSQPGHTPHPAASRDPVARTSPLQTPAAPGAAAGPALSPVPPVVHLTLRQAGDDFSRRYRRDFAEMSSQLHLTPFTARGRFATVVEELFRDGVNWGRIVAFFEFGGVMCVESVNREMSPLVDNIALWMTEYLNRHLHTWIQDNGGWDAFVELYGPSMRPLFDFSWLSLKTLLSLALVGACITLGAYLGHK
Rab7 wt GTP bind = alters GTP binding to wildtype dog Rab7; GST-Rab7 beads, fluorescent GTP binding, flow cytometry; actives lie on both sides; untreated = 100%, excess cold GTP = 0%; GTP binding activity (percent of control), % at 10 µM; actives 0.055% (n = 190,000); AID 758;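 active = fluorescent GTP binding to Rab7 beads changed by at least 20 points from the 100% baseline, either direction, mostly lower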;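 note: median green fluorescence of bound Bodipy-FL-GTP per Rab7 bead population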
Cdc42 wt GTP = modulators (inhibitors or activators) of GTP binding to human Cdc42 wildtype | AID 761 | P60953 | actives 0.2% (n = 190,000) | percent activity (GTP binding), % at 10 µM | GST-Cdc42 beads, Bodipy-GTP binding, flow cytometry; actives lie on both sides;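 active = percent activity GTP binding at least 20 points away from the 100% baseline, either down as inhibitor or up as activator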;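 note: median bead fluorescence of bound Bodipy-FL-GTP at 100 nM; 0% = excess unlabeled GTP control and 100% = no compound control; below 100% means less GTP binding so inhibitor and above means activator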
Target sequence (P60953 whole entry, looked up): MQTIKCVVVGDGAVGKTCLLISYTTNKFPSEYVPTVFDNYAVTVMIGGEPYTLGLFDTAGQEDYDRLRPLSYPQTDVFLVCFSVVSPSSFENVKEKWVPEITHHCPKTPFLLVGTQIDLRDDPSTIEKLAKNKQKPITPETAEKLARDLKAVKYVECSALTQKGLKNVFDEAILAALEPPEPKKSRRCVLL
Bcl-XL Bim block = disrupts Bim peptide binding to human Bcl-XL; Q07817; bead flow cytometry, fluorescence; inhibition, % at 10 µM; actives 0.04% (n = 190,000); AID 1007
Target sequence (Q07817 whole entry, looked up): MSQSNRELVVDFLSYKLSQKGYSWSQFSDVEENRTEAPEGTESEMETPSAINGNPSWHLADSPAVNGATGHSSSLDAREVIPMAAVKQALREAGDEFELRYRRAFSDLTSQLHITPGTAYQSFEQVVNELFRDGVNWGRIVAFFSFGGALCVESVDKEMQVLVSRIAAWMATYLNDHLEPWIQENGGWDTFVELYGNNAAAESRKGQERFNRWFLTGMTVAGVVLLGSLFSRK
Rac1 wt GTP bind = alters GTP binding to wildtype human Rac1; GST-Rac1 beads, fluorescent GTP binding, flow cytometry; actives lie on both sides; 0 = cold GTP competed, 100 = untreated; GTP binding activity (% of control), % at 10 µM; actives 0.27% (n = 190,000);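 active = GTP binding activity at least 20 points away from the 100% control level, either lower or higher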
Bim-Bcl-W = inhibitors of Bim-Bcl-W interaction, human; Q92843; bead-based flow cytometry, Bim peptide-Bcl-W binding; inhibition, % at 10 µM; actives 0.02% (n = 190,000);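 note: 0% = bound tracer without compound and 100% = peptide blocker; higher means less fluorescent Bim peptide bound to Bcl-W beads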
Rac1 mut GTP = alters GTP binding to activated mutant human Rac1; P63000; GST-Rac1 activated beads, fluorescent GTP binding, flow cytometry; actives lie on both sides; 100% means binding = to untreated wells; percent activity (GTP binding), % at 10 µM; actives 0.11% (n = 190,000);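 active = GTP binding at least 20 percentage points away from the 100% baseline, in either direction, so actives lie on both sides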
Bfl-1 Bim block = disrupts Bim binding to human Bfl-1 | Q16548 | Bead-based flow cytometry, Bim-Bfl-1 binding inhibition | inhibition, % at 10 µM | actives 0.12% (n = 190,000);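 note: 0% = wells without compound plus tracer and 100% = blocker peptide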
HRas wt GTP = human HRas wildtype GTP binding, change in either direction; P01112; GST-Ras wt beads, Bodipy-FL-GTP binding, flow cytometry; actives lie on both sides; GTP binding activity, % at 10 µM; actives 0.14% (n = 190,000); AID 759;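 active = GTP binding activity at least 20% away from the 100% baseline, either lowered as inhibitor or raised as activator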;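 note: 0% = unlabeled GTP competition control and 100% = no-compound control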
Target sequence (P01112 whole entry, looked up): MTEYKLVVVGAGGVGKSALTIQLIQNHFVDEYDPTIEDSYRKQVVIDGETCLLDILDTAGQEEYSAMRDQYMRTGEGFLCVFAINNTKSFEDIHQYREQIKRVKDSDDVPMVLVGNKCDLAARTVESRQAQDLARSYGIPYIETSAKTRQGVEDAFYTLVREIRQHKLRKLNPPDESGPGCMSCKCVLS
* hit, by the source's call; . = no result given. Cut-off read from the data, not from the text of the source, unless noted: active = inhibition above about 40%.

SMILES	Bim-Bcl-B	Rab2A wt mod	Bim-Bcl-2	Rab7 wt GTP bind	Cdc42 wt GTP	Bcl-XL Bim block	Rac1 wt GTP bind	Bim-Bcl-W	Rac1 mut GTP	Bfl-1 Bim block	HRas wt GTP
O=C1CC(N2CCN(Cc3ccc4c(c3)OCO4)CC2)C(=O)N1Cc1ccc(N2CCCC2=O)cc1 (stereo not given)	-9	107	-7	106	106	-3	112	2	103	-9	105
COc1ccc(C(=O)N/N=C/c2ccc(OC(=O)c3cccc4ccccc34)c([N+](=O)[O-])c2)cc1	-13	96	-2	96	92	-5	96	-2	97	3	97
COCCOC(=O)N/C=C\c1nc2ccccc2c(=O)[nH]1	-1	96	-1	95	100	-5	101	0	97	-1	99
C=CCn1c(SCc2ccc(Cl)c(Cl)c2)nnc1C(CO)NC(=O)c1ccc(OC)cc1 (stereo not given)	-5	102	-5	99	99	-3	99	-4	101	-10	99
CCS(=O)(=O)N1CCCC(C(=O)NCCCN2CCCC2=O)C1 (stereo not given)	6	95	1	98	97	0	97	1	98	4	97
COc1ccc(CCN2CC(O)=C(c3nc4ccccc4c(=O)[nH]3)C2=N)cc1OC	.	99	.	102	101	.	102	.	98	.	102
O=S(=O)(Cc1ccc(Cl)cc1)N1CCCC1	-4	100	-9	103	103	0	104	0	100	-11	98
COc1cc2cc(C(N)=O)c(N)nc2cc1OC	0	106	0	109	102	-1	103	-1	97	-1	105
COc1ccc(N=c2oc3ccc(OC)cc3cc2-c2nc3ccccc3[nH]2)cc1	0	95	0	96	96	-1	99	-1	97	0	96
Cc1cc(C)nc(NC(=O)c2c(-c3c(Cl)cccc3Cl)noc2C)n1	0	104	0	105	103	-1	101	1	99	1	103
Cc1ccc(OCc2nnc(N)s2)cc1	-3	101	0	106	99	-1	98	-1	96	-5	101
O=[N+]([O-])c1ccccc1-c1ccc(C(=S)N2CCCC2)o1	-29	96	-2	103	94	-6	96	4	94	16	95
CSc1nc(Cl)cc(Nc2ccccc2N)n1	-1	98	-2	97	97	-1	97	0	93	-4	94
N#CNC(=Nc1ccccc1F)SCc1ccc(C(=O)O)cc1	1	96	0	96	98	0	99	-4	97	0	97
CCCCC(NC(C)=O)c1nc2ccccc2n1CCC (stereo not given)	0	97	1	98	103	-5	99	-3	96	-13	98
O=S(=O)(Nc1ncccn1)c1ccc(NC(=S)NCCc2ccc(Cl)cc2)cc1	-1	98	0	103	91	-7	95	-3	93	-4	95
COc1ccc(C(=O)Nc2ccccc2C(=O)N(Cc2ccco2)C(C(N)=O)C(C)C)cc1 (stereo not given)	0	104	-2	101	104	-1	102	-4	99	0	103
CCOc1ccccc1Oc1c(C)oc2c(CN3CCN(C)CC3)c(O)ccc2c1=O	1	99	7	99	99	1	103	0	98	2	99
CC(C)(O)c1nnn(-c2ccccc2)c1C(F)(F)F	-7	100	-10	101	104	-7	106	-1	100	-13	99
COc1ccc(OC)c(NC(=O)Nc2cccc3ccccc23)c1	0	96	-1	92	96	-4	95	-3	95	0	95
O=C(NC1CC1)c1cccc(Br)c1	0	99	4	99	102	1	107	1	101	3	100
CC(=O)c1cccc(NC(=O)c2cc(C(C)C)on2)c1	-3	96	-6	97	102	2	104	2	98	-7	99
CCCCC(=O)NNC(=S)NCc1ccccc1	-11	101	-4	105	102	-4	100	-5	101	-4	100
CC(C)Nc1nnc(SCC(=O)/C=C2\N(C)c3ccccc3C2(C)C)s1	-11	99	-5	102	99	-9	99	-4	97	-4	99
O=C(N=Nc1c(O)[nH]c2ccccc12)c1ccco1	2	93	0	101	91	1	95	-1	95	-4	95
New compounds follow
SMILES	Bim-Bcl-B	Rab2A wt mod	Bim-Bcl-2	Rab7 wt GTP bind	Cdc42 wt GTP	Bcl-XL Bim block	Rac1 wt GTP bind	Bim-Bcl-W	Rac1 mut GTP	Bfl-1 Bim block	HRas wt GTP
Cc1cc(=O)[nH]c2c1cnn2Cc1ccccc1	-3	98	-3	101	99	-3	98	1	97	-7	98
CCOC(=O)N1CCC(N2C(=O)c3ccccc3C2Nc2cc(Cl)c(OC)cc2OC)CC1 (stereo not given)	-8	104	-7	102	102	-5	106	-2	101	-8	102
CSc1nc2nccc(-c3ccc(Cl)cc3)n2n1	-1	92	-6	91	94	4	89	4	93	-9	92
Cc1ccc(C(=O)N/C(=C\c2cccs2)C(=O)NCC2CCCO2)cc1C (stereo not given)	0	97	3	100	97	-1	103	0	99	0	99
O=C1CCC(=O)N1OCCCCOc1ccccc1	-6	104	-11	98	105	-6	106	-1	104	-21	103
COc1ccccc1N1CCN(CCOc2c(OC)cccc2OC)CC1	1	98	2	95	97	-3	98	-1	97	0	97
C=CCn1c(SCC(=O)NCc2ccc3c(c2)OCO3)nnc1C1COc2ccccc2O1 (stereo not given)	-4	99	-6	96	104	1	107	6	98	-11	99
COc1ccccc1NS(=O)(=O)c1ccc(NC(C)=O)cc1	-6	103	-6	105	103	-5	106	-1	97	-16	101
Cc1nnc(SCC(=O)Nc2ccc3c(c2)OCO3)o1	-5	98	-11	98	100	-8	100	0	98	-9	99
CCOC(=O)CSc1nnc(N)s1	-2	101	0	97	102	-1	99	-3	96	-2	102
Cc1cccc(C2c3[nH]c4ccccc4c3CCN2Cc2cccn2-c2ncccn2)c1 (stereo not given)	-2	96	-2	104	96	-3	97	0	97	-4	96
CC(=O)Nc1ccc(NC(=O)COC(=O)c2cnccn2)cc1	0	97	0	96	96	-4	96	-1	96	-4	95
CCCCn1c2ccccc2c2nnc(SCC(=O)NC3=NN=C(c4ccccc4)CS3)nc21	28	101	26	93	99	20	102	25	98	20	101
Cc1nc(NCc2ccco2)c2oc3ccccc3c2n1	-6	101	-6	101	104	-5	107	2	98	-8	102
S=c1[nH]nc(-c2ccccn2)n1/N=C/c1ccc(-c2ccccc2Cl)o1	-43	92	1	101	90	-3	93	0	92	7	92
CSCc1ccc(C(=O)Nc2ccc(C(N)=O)cc2)cc1	-2	102	-5	109	100	0	104	-2	95	-2	104
CCc1ccc(NC(=O)CSc2nc3ccccc3c(=O)n2CCCC(=O)N2CCCC2)cc1	-9	99	-11	97	101	-9	102	-3	97	-17	98
CCOC(=O)c1ccc(NC(=O)CSC2=NC(=O)C(CC)C(=O)N2)cc1 (stereo not given)	-7	99	-5	102	105	-6	104	-1	97	-15	101
Cc1cc2ccccc2n1CCNC(=O)COc1ccccc1	-4	96	-7	95	100	-1	99	0	98	-8	97
O=C1CCC2c3ccc4ccccc4c3CCN12 (stereo not given)	10	99	14	100	99	5	104	2	96	7	101
Cc1noc(C)c1CSc1nnc(-c2ccncc2)n1-c1ccc(Cl)c(Cl)c1	-25	94	-3	96	95	-4	96	0	95	-11	96
Cc1cc(NC(=O)c2cc(-c3cccc(Cl)c3)on2)no1	-3	101	1	98	102	1	104	6	101	0	99
Cc1ccc(S(=O)(=O)c2nc(NN(C)C)sc2Cl)cc1	-3	96	-3	101	102	0	100	0	94	-4	96
Cc1ccc(S(=O)(=O)CCC(=O)Nc2ccc(S(=O)(=O)N(C)C)cc2)cc1	-5	102	0	109	99	-2	100	-3	99	-6	102
O=C(N/N=C/CCc1ccccc1)c1ccccc1	0	104	-4	98	102	-2	102	-2	99	-3	104

Full records from above. Values in the order: Bim-Bcl-B, Rab2A wt mod, Bim-Bcl-2, Rab7 wt GTP bind, Cdc42 wt GTP, Bcl-XL Bim block, Rac1 wt GTP bind, Bim-Bcl-W, Rac1 mut GTP, Bfl-1 Bim block, HRas wt GTP
Profile of Cc1nnc(SCC(=O)Nc2ccc3c(c2)OCO3)o1 → -5, 98, -11, 98, 100, -8, 100, 0, 98, -9, 99
Profile of S=c1[nH]nc(-c2ccccn2)n1/N=C/c1ccc(-c2ccccc2Cl)o1 → -43, 92, 1, 101, 90, -3, 93, 0, 92, 7, 92
Profile of C=CCn1c(SCC(=O)NCc2ccc3c(c2)OCO3)nnc1C1COc2ccccc2O1 (stereo not given) → -4, 99, -6, 96, 104, 1, 107, 6, 98, -11, 99
Profile of Cc1cc(NC(=O)c2cc(-c3cccc(Cl)c3)on2)no1 → -3, 101, 1, 98, 102, 1, 104, 6, 101, 0, 99

Next section.
SMILES	Bim-Bcl-B	Rab2A wt mod	Bim-Bcl-2	Rab7 wt GTP bind	Cdc42 wt GTP	Bcl-XL Bim block	Rac1 wt GTP bind	Bim-Bcl-W	Rac1 mut GTP	Bfl-1 Bim block	HRas wt GTP
CCC(C)(C)NC(=O)C(c1ccc(C)cc1)N(Cc1cccnc1)C(=O)c1csnn1 (stereo not given)	0	101	5	99	101	0	107	0	99	2	103
CC1CCN(C(=O)CSc2nnc(Cn3c(=O)sc4ccccc43)n2C)CC1	0	100	0	104	101	-4	102	-2	97	-9	99
N#Cc1c(-c2cccc(F)c2)cc(-c2ccccc2)nc1Br	0	98	-1	96	100	0	101	0	100	0	99
COc1ccc(CNC2CCCCC2C)c(OC)c1 (stereo not given)	-1	101	-1	101	96	-2	96	-1	97	0	95
CN(C(=O)c1ccc2c(c1)OCO2)C1(C(=O)NC2CCCC2)CCCCC1	-1	101	0	101	100	-2	103	-1	99	-1	100
O=C(CN1CCN(S(=O)(=O)c2ccc(Br)cc2)CC1)N/N=C/c1cccnc1	-5	103	-3	104	101	-10	104	-6	100	-2	100
CCc1ccc(/C=C/C(=O)c2ccc(S(=O)(=O)N(C)C)cc2)cc1	-3	99	-6	98	101	-4	100	-1	97	-1	97
Cc1nc2nc(C)c(CCC(=O)Nc3ccc4c(c3)OCO4)c(C)n2n1	3	103	2	103	104	0	102	1	100	0	104
COc1ccccc1N(CC(=O)NC1CCCC1)C(=O)c1csnn1	-8	95	-10	98	93	-14	99	-7	98	-16	97
c1cncc(-c2nc(NCC3COc4ccccc4O3)c3ccccc3n2)c1 (stereo not given)	-6	92	-11	93	93	-17	85	7	93	-16	95
CC(C)C(=O)N1CCN(c2ccc(NC(=O)COc3ccccc3[N+](=O)[O-])cc2)CC1	-7	99	-7	105	99	-4	103	-3	96	-8	98
CN(C)C(=O)N1CCC(C(=O)NCc2ccc(F)cc2)CC1	-5	99	-9	103	103	0	103	1	98	-12	100
CCC(=O)N1CCN(c2ccc(Cl)cc2NC(=O)c2ccc3c(c2)OCCO3)CC1	-9	98	-11	104	104	-10	107	1	99	-10	104
CCOc1ccc(OCC)c(C2C(C#N)=C(N)N(c3cccnc3)C3=C2C(=O)CC(C)(C)C3)c1 (stereo not given)	-5	101	-5	101	97	0	99	3	97	-4	100
CC(=O)Nc1cc2c(cc1Br)OCCO2	0	98	0	96	100	-5	101	-2	98	1	99
O=C(NCCCn1ccnc1)/C(=C/c1ccccc1)NC(=O)c1ccccc1	0	99	0	97	100	0	102	-1	98	1	96
Cc1ncc([N+](=O)[O-])n1CCOC(=O)NC(NCc1ccccc1)C(Cl)(Cl)Cl (stereo not given)	-6	102	-4	101	104	-2	108	-2	99	-11	101
CCOc1ccccc1N1CC(C(=O)Nc2cccc(S(=O)(=O)N3CCCCC3)c2)CC1=O (stereo not given)	-3	93	-3	102	94	0	98	2	92	-7	96
Cc1ccc(Nc2cc(=O)[nH]c(=O)[nH]2)c(C)c1	-4	106	-4	104	109	0	108	0	103	-3	106
O=C(NCCCN1CCCCCC1)c1ccc2c(Cl)c3c(nc2c1)CCCC3	-1	102	-3	108	100	0	101	1	99	0	99
CCOc1cc(NC(=O)CC(C)C)c(OCC)cc1NC(=O)CCn1nnc2ccccc21	0	106	0	106	107	0	107	-2	100	-2	109
COc1cc(/C=N/NC(=O)c2ccncc2)ccc1OCc1cnc(Cl)s1	-1	95	0	96	93	1	94	1	92	1	93
